Source: PubChem
PKA-R2B act: activators of human PKA-R2B complex. P22694+P31323. PKA-R2B holoenzyme dissociation, Cy5-IP20 fluorescence polarization; R2B truncated from residue 108, S112A mutant; 0% DMSO only, 100% 113 µM cGMP. activation, % at 11.4 µM. hit rate 0.079% among 340,000. AID 504700;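 active means activation above a cutoff set at the mean over all compounds plus 3 SD, cut at about 18% in these data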;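 further: higher means more holoenzyme dissociation and a rise in polarization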
Target sequence (P31323 whole entry, looked up, other chains not shown, the tested form may be a part): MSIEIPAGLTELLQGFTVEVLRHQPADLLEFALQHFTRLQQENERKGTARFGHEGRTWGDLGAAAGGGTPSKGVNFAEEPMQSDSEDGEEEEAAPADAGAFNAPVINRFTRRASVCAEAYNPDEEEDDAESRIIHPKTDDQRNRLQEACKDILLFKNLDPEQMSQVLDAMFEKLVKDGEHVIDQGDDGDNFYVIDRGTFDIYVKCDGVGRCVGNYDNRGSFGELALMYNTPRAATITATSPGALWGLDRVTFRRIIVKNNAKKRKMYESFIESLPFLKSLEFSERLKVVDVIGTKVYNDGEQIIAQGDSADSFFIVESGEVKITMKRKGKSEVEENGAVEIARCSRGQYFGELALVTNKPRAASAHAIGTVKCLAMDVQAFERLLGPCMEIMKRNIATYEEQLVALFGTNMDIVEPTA
SR-BI DiI-HDL act: SR-BI HDL lipid transfer activation; CHO ldlA[mSR-BI] cells, DiI-HDL uptake fluorescence, 3 h; 100 = double the neutral-control signal; activation, % at 12.5 µM; hit rate 0.096% among 320,000; AID 504775;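 active means mean replicate activation of at least 60% and every replicate at or above 60%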;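 further: 0% = median plate neutral-control signal and 100% = twice that signal; values of inactives mirror those of a sister screen read the other way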
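System: LDL receptor-deficient CHO ldlA cells overexpressing murine SR-BI | Timing: 3 h uptake period with compound, 37 °C | Medium: HEPES-buffered (25 mM, pH 7.4) F12 plus 0.5% BSA | Dosing: Single-point compound dose | Signal: Bottom-read fluorescence, 550/595 nm | Read-out: Retained DiI signal reflecting DiI-HDL uptake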
RTF Ca sens inh: cardiac RTF calcium desensitization | P19429+P45379 | IANBD-labeled cardiac RTF, Ca2+ fluorescence | inhibition, % at 7.15 µM | hit rate 0.12% among 340,000;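 active means inhibition above the mean inhibition of all tested compounds plus 3 SD, cut at about 17% in these data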;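 further: assay run at fixed EC70 calcium of 1.6 mM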
Rtt109 HAT inh: C. albicans Rtt109 histone acetyltransferase inhibition. Q5AAJ8. purified Rtt109/Vps75, ThioGlo CoA-SH fluorescence, 4 h. inhibition, % at 34.9 µM. hit rate 0.16% among 330,000. AID 540336;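 active means inhibition of at least 50% in every replicate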
Target sequence (Q5AAJ8 whole entry, looked up): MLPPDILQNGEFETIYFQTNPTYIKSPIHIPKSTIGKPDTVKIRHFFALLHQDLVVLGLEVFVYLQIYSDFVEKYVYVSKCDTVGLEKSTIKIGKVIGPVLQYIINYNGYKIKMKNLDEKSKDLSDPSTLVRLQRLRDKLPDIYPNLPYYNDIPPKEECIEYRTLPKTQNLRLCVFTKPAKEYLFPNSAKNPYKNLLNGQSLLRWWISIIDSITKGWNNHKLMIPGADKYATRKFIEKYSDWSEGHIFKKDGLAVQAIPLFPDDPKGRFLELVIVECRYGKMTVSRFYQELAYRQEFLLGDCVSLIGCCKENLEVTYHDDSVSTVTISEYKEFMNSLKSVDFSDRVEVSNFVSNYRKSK
cardiac RTF act: increases calcium sensitivity of human cardiac regulated thin filaments | IANBD-labeled TnC RTF fluorescence at EC20 calcium; 0% EC20 calcium, 100% full calcium | activation, % at 7.2 µM | hit rate 0.24% among 340,000;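 active means activation above the mean over all tested compounds plus 3 SD, cut at about 30% in these data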;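 further: rise in fluorescence read as greater calcium sensitivity of cardiac thin filaments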
CAL PDZ FP-1: blocks peptide binding to human CAL PDZ domain; Q9HD26; purified CAL PDZ, TMR-peptide fluorescence polarization, 1 h; inhibition, % at 20 µM; hit rate 0.02% among 330,000; AID 504414;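 active means highest replicate inhibition of at least 40%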;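 further: plate controls were DMSO neutral control wells for no effect and unlabeled competitor peptide control wells for full effect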
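Material: tagged CAL PDZ domain; buffer or medium: 25 mM sodium phosphate pH 7.4, 150 mM NaCl, TCEP, IgG, Thesit; compound dosing: single point, 20 µM; schedule: 1 h incubation at room temperature before polarization reading; measured by: FP readout, S and P plane fluorescence; read-out basis: percent inhibition from loss of millipolarization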
Keap1-Nrf2 PPI: inhibitors of human Keap1-Nrf2 protein-protein interaction; Q14145; Keap1 Kelch-Nrf2 peptide fluorescence polarization, 1536-well; inhibition, % at 9.4 µM; hit rate 0.15% among 340,000; AID 504523; in the data active means inhibition above about 12%;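 further: human Keap1 Kelch domain with fluorescein labeled Nrf2 9mer peptide probe; 0% = neutral control wells and 100% = peptide positive control; higher means more block of Keap1 binding to Nrf2 peptide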
C-LANA FP: KSHV C-LANA DNA binding inhibition | MBP-C-LANA/FAM-LBS DNA binding, fluorescence polarization | hit rate 0.078% among 340,000 | inhibition, % at 9 µM;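 active means highest replicate inhibition at or above 60% at 9 µM, even if other replicates fall short; inactive means all replicates below 60% inhibition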;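 further: 0% = neutral control wells and 100% = 4 µM acridine orange control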
CAL PDZ FP-2: CAL PDZ (human) peptide binding inhibition. inhibition, % at 24.9 µM. AID 602252. purified CAL PDZ, TMR-peptide fluorescence polarization, 1 h. hit rate 0.92% among 300,000;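 active means mean inhibition of at least 30% with at least half of replicates also reaching 30%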;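 further: 0% = DMSO neutral control and 100% = excess unlabeled competitor peptide PRC23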
DAGLB inh: blocks human DAGLB lipase activity; AID 504411; inhibition, % at 5.17 µM; hit rate 0.059% among 340,000; HEK293T DAGLB membrane lysate, EnzChek fluorogenic substrate; in the data active means inhibition above about 34%;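 further: 0% = enzyme with vehicle and 100% = wells lacking enzyme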
* hit, by the source's call; . = not tested or not shown. This is a random part of the collection, and some 1.6% of all compounds hit somewhere here.

Below each SMILES – PKA-R2B act	SR-BI DiI-HDL act	RTF Ca sens inh	Rtt109 HAT inh	cardiac RTF act	CAL PDZ FP-1	Keap1-Nrf2 PPI	C-LANA FP	CAL PDZ FP-2	DAGLB inh
CCOc1nc(C)cc(C)c1S(=O)(=O)c1cccc(Cl)c1
    -3	-9	-3	7	-5	-0.7	-5	-5.5	0	-10
Cc1nnc(NC(=O)/C=C/c2ccco2)s1
    -6	2	10	-5	3	-1.9	-6	3.1	1	-2
C=CCN(CC=C)C(=S)NC(=O)Cc1cccc2ccccc12
    0	-5	3	7	-3	.	5	-2.2	-5	-8
Cc1ccc(/C=C/C(=O)O)cc1S(=O)(=O)N1CCCCC1
    8	4	1	-2	1	-0.2	-3	1.2	-5	-1
CC1Cc2ccccc2N1C(=O)COC(=O)c1ccc(S(=O)(=O)N(C)C)cc1 (stereo not drawn)
    5	-6	-3	-3	-1	-1.0	0	0.6	-2	-3
O=C(C1Cc2ccccc2O1)N1CCCCC1 (stereo not drawn)
    -10	-9	5	-5	5	.	-6	-0.9	3	3
CCC/S(CC1CC1(Cl)Cl)=N\S(=O)(=O)c1ccc(C)cc1 (stereo not drawn)
    -5	27	1	0	-6	-0.8	-4	-1.1	.	1
CC(=O)Nc1nonc1-c1nc2ccccc2n1CC1CC1
    -14	-20	-5	4	-1	0.0	4	-3.2	-3	-1
COc1ccc(S(=O)(=O)NC(CC(=O)O)c2ccco2)cc1 (stereo not drawn)
    0	-31	-14	-10	-4	-1.5	-1	0.4	-1	0
Cc1ccc(C)c(NC(=S)N=Nc2c(O)n(C)c3ccc(S(=O)(=O)N4CCOCC4)cc23)c1
    -10	-44	-8	.	-3	-1.4	-6	-0.5	0	2
Cc1cc(N2C(=O)C(O)=C(C(=O)c3cc4ccccc4o3)C2c2ccc(Br)cc2)no1 (stereo not drawn)
    3	11	2	36	-1	-3.0	-2	1.7	-3	5
COc1ccc(S(=O)(=O)N2CCCCC2)cc1NS(=O)(=O)c1ccccc1F
    -3	28	4	-3	-3	-1.0	-5	0.0	.	1
Cc1ccc(S(=O)(=O)NC2(C(F)(F)F)NC(=O)N(c3ccccc3F)C2=O)cc1 (stereo not drawn)
    -3	20	4	-3	4	-2.5	-1	-0.1	-1	2
NC(=O)CC(NC(=O)Cc1cccc2ccccc12)c1ccc(NCCOc2ccccc2)c([N+](=O)[O-])c1 (stereo not drawn)
    -7	6	-5	-2	5	-0.1	-4	1.1	-1	17
Cc1ccc(CSCC(=O)N2CCN(c3ccc(F)cc3)CC2)cc1
    -13	-10	-4	5	-4	.	1	-1.3	1	-1
Cc1ccc(-c2nc(SC(C)C(=O)N3CCCC3)n[nH]2)cc1 (stereo not drawn)
    -7	18	2	-4	1	-0.8	-2	2.3	0	-5
Cc1ccc(C(=O)Cn2nc(C(=O)O)c3ccccc3c2=O)cc1C
    -10	.	-6	-8	0	-4.0	-6	-1.1	4	-1
COc1cc(NC2c3ccccc3C(=O)N2Cc2ccccc2Cl)cc(OC)c1OC (stereo not drawn)
    1	.	1	-2	5	-1.1	-2	0.2	-4	-4
CCS(=O)(=O)N1CCN(S(=O)(=O)c2ccc3ccccc3c2)CC1
    1	.	-3	0	2	.	-1	0.5	-3	1
CCOC(=O)CSC(C)C(=O)Nc1nnc(C(C)C)s1 (stereo not drawn)
    -10	1	2	1	7	-0.1	-2	0.4	-3	3
CCCCCCCCCC(=O)N[C@H](CN1CCOCC1)[C@H](O)c1ccccc1
    8	16	8	-2	-1	-1.1	0	-0.5	-6	0
CCOC(=O)c1c(-c2ccc(C)o2)csc1NC(=O)CN1CCOCC1
    -2	-19	-10	0	-6	-0.2	-11	0.4	-1	-5
CCOc1ccc(NC(=O)OCCN2CCN(CCc3ccccc3)C(C)C2)cc1 (stereo not drawn)
    3	3	1	-1	-2	-1.2	-5	-0.9	-5	1
O=C(COC(=O)CC(c1ccccc1)c1ccccc1)NCc1ccc(Cl)cc1
    -9	21	7	2	-4	-1.1	-2	-0.5	-4	-6
O=C(NCCSc1c(-c2ccccc2)[nH]c2ccccc12)c1cc2ccccc2oc1=O
    -1	-34	-6	-3	2	-0.3	-4	0.0	-6	2
Cc1ccc(OC(C)C(=O)Nc2ccccc2C(=O)NCc2cccnc2)cc1C (stereo not drawn)
    3	-14	-7	-8	2	-1.6	-2	-1.2	-8	-1
CCOC(=O)C1=C(C)NC(=O)NC1c1cccnc1 (stereo not drawn)
    6	10	-1	-2	-6	-0.1	0	0.4	.	3
COc1ccc(NC(=O)COc2cccc3c2OC(C)(C)C3)c(OC)c1
    -4	-58	-10	1	-7	-2.8	-5	1.4	-2	-5
CC(NC(=O)c1ccco1)C(=O)OCC(=O)c1ccc(Cl)s1 (stereo not drawn)
    0	3	-2	-9	0	-3.0	1	0.1	2	0
CCn1cc(/C=N/NS(=O)(=O)c2ccc(C)cc2)c(C)n1
    6	-14	-12	23	2	0.1	-3	-1.5	0	1
CNC(=O)N(O)C1N(NC(=O)Nc2cccc3ccccc23)C(=S)SC1(C)C (stereo not drawn)
    -5	3	9	24	0	-0.5	0	-0.3	-4	0
CCOCCOc1cccc(C(=O)NC(c2ccccc2)C(C)C)c1 (stereo not drawn)
    -3	.	-4	-12	-5	-0.3	-4	0.5	5	-2
O=C(CCC1CCCCC1)NCCN1C2=NC[C@@H](Cc3ccccc3)N2C[C@H]1Cc1ccc(O)cc1
    7	3	6	8	-6	-2.4	1	-0.2	1	1
CC(=O)C1C=CC(C)(C(=O)O)C2C=C(C)C(=O)C(C)(O)C12 (stereo not drawn)
    -12	12	4	4	1	0.1	2	0.2	-1	-1
CC(C)(C)C(=O)COC(=O)c1cccc(NC(=O)c2ccco2)c1
    0	-42	4	4	0	-1.3	-1	1.3	-7	-1
CCC1(C)N(O)C(C)(C)C(c2ccc(F)cc2)=[N+]1[O-] (stereo not drawn)
    9	13	-9	0	3	-0.1	-5	-1.1	3	0
Cc1ccc(C2=NNC(C(O)C(O)C(O)C(O)CO)S2)cc1 (stereo not drawn)
    7	-1	-2	8	0	-3.4	-6	-0.5	-4	0
N=c1c[n+](-c2ccc(Cl)cc2)[n-]o1
    -11	-6	-1	3	-2	-0.5	-1	0.4	2	-2
CC(=O)NS(=O)(=O)c1ccc(Nc2ccc([N+](=O)[O-])c3nonc23)cc1
    4	.	-8	17	2	-1.2	-8	-0.6	1	5
Cc1c(NC(=O)c2cccs2)cccc1[N+](=O)[O-]
    -7	15	4	9	3	-1.0	-2	2.7	-5	0
CCOC(=O)c1cnc(-c2ccccc2)nc1C(F)(F)F
    1	13	2	-6	0	-0.8	4	0.3	0	-5
COC(=O)c1c(NC(=S)NC(=O)c2ccco2)sc2c1CCCC2
    -10	-36	2	20	0	-1.1	-3	-0.3	.	-1
CCc1n[nH]c2c1/C(=N\O)CC(C)(C)C2
    -11	4	2	6	-7	-0.1	1	2.2	.	-2
O=C1COc2ccc(C(=O)COC(=O)c3ccc(S(=O)(=O)C(F)F)cc3)cc2N1
    -9	0	-8	2	0	-1.5	-3	0.2	-4	-1
CCSc1ncc(/C=N/Nc2ccc(F)cc2)n1C
    -7	-36	-1	-1	-1	-0.9	-5	2.7	-5	2
COc1ccc(NC(C)=O)cc1CP(=O)(c1ccccc1)c1ccccc1
    -6	-2	-2	4	5	-1.5	-2	2.2	-3	-1
CC1CC(C)CN(CCOCCSc2ccc(Cl)cc2)C1 (stereo not drawn)
    5	13	4	2	9	-1.2	-4	0.3	-2	-3
Cc1ccc(S(=O)(=O)NCc2cc(=O)n(C)c(=O)n2C)cc1C
    -2	22	-5	-5	4	-2.3	-3	-0.8	.	0
Cc1cc(Cl)c(OCCCn2ccnc2)c(Br)c1
    -20	8	-14	4	-1	-1.2	-3	1.3	-1	0
CC(=O)NCC(=O)OC(C)C(=O)Nc1ccc(C(C)=O)cc1 (stereo not drawn)
    19*	7	4	0	-7	-1.7	1	-3.6	-1	-3
CC1CC(C)(C)NC(=S)N1CCCC(=O)Nc1ccc(Cl)cc1 (stereo not drawn)
    6	-6	-10	3	0	-0.8	-2	0.8	-8	-1
CCOc1cc(CNCC2CCCN2CC)cc(Cl)c1OC (stereo not drawn)
    0	10	6	3	-1	-0.5	-4	1.6	1	0
C=CCNC(=S)Nc1ccc(F)cc1F
    -8	2	3	0	-3	-2.6	-1	0.0	1	1
O=C(CN1CCN(S(=O)(=O)c2ccc(Cl)c(Cl)c2)CC1)N1CCCC1
    -11	27	-9	0	-3	-1.1	0	0.0	.	-2
N#Cc1ccc(NC(=S)Nc2ccccc2)cc1
    -13	-9	9	-4	4	-1.0	-8	0.4	-2	0
O=[N+]([O-])c1cc(/C=N/OCc2c(Cl)cccc2Cl)ccc1N1CCOCC1
    -10	-55	3	11	-9	-1.1	1	-0.6	.	9
O=c1sc2ccccc2n1CCOc1ccccc1
    2	32	-11	6	3	-1.3	1	-1.2	-3	-6
COc1ccc(C(c2nnnn2C2CCCC2)N2CCN(C3CCCC3)CC2)cc1OC (stereo not drawn)
    -3	.	-6	.	4	-1.5	5	-1.7	0	-4
COc1ccc(C2CC(c3cccs3)=NN2c2nc(C)c(C(C)=O)s2)cc1OC (stereo not drawn)
    6	-4	-7	-11	15	-4.1	-10	0.0	-1	-2
Cc1c(C(=O)N/N=C/c2ccncc2)no[n+]1[O-]
    -4	6	-6	0	-7	-0.9	2	3.0	.	-1

Later entries.
Below each SMILES – PKA-R2B act	SR-BI DiI-HDL act	RTF Ca sens inh	Rtt109 HAT inh	cardiac RTF act	CAL PDZ FP-1	Keap1-Nrf2 PPI	C-LANA FP	CAL PDZ FP-2	DAGLB inh
COc1ccc(-c2cc(-c3nnc(COC(=O)C4CC4)o3)c3ccccc3n2)cc1OC
    2	-19	-4	-6	-7	-1.2	-5	-1.2	5	1
Cc1ccc(C)c(Cn2c(O)c(N=NC(=S)Nc3ccccc3F)c3ccccc32)c1
    -8	-84	-5	-10	-3	-0.6	0	0.3	.	3
COc1ccc(NC(=S)N(CCN(C)C)C(C)c2ccco2)cc1Cl (stereo not drawn)
    -11	-18	0	2	8	0.3	-4	-1.2	-4	-7
COc1cc2c(cc1OC)C(C)N(C(=O)Cn1ncc3c1-c1ccccc1OC3)CC2 (stereo not drawn)
    -1	-4	2	5	-2	-0.3	0	0.1	.	-1

As entered above:
Under cardiac RTF act, `CCSc1ncc(/C=N/Nc2ccc(F)cc2)n1C` is listed with -1
Under Keap1-Nrf2 PPI, `NC(=O)CC(NC(=O)Cc1cccc2ccccc12)c1ccc(NCCOc2ccccc2)c([N+](=O)[O-])c1` (stereo not drawn) is listed with -4
